FLuc inhib CS – inhibits firefly luciferase, flagging false hits in luciferase inhibition screens | P08659 | ATPLite firefly luciferase biochemical luminescence, 10 min | inhibition, % at 10 µM | 1.5% of 200,000 active;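 active means inhibition above about 50% when tested at 10 µM, limit read from the data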
Target sequence (P08659 whole entry, looked up): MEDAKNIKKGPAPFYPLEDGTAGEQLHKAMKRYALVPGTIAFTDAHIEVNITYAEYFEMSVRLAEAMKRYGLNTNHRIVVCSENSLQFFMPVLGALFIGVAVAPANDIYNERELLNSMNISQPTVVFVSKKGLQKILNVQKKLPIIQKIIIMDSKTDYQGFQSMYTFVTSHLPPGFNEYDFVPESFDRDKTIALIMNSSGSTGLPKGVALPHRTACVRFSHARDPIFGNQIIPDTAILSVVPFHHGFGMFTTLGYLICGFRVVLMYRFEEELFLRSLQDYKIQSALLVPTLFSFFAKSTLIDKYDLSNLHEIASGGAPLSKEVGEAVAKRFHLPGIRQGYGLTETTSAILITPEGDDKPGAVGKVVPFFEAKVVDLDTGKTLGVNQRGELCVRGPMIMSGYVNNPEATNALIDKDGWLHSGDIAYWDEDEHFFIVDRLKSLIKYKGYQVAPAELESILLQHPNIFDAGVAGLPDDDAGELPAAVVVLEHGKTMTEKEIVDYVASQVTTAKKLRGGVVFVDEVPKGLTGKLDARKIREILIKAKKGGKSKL
TNAP act hiacc – increases human TNAP activity under high phosphate acceptor concentration | purified TNAP, CDP-star luminescence, 1 M DEA, 30 min; stronger effect = higher value; 0 = EDTA background, 1 = DMSO-only activity | activation factor at 20 µM | 200,000 tested, under 10 active | AID 1136;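 active means activation factor at least 2 at 20 µM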
Target sequence (P05186 whole entry, looked up): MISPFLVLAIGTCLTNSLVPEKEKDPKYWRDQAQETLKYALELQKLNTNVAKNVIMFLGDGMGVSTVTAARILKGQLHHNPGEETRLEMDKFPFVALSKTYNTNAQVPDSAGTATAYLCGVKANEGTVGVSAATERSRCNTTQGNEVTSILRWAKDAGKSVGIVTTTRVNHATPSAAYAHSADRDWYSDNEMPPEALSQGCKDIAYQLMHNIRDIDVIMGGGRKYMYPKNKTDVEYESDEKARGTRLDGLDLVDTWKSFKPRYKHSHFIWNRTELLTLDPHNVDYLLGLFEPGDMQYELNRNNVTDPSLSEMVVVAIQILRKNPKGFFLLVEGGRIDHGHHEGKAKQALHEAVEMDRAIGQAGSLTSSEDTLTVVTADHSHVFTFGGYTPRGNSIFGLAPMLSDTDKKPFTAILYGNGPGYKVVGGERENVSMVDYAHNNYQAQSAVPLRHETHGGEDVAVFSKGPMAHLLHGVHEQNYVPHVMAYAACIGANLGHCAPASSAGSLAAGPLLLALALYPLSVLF
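Dosing: 20 µM single point. System: human TNAP. Amount: TNAP 1/800 final. Incubation: 30 min, room temperature. Read-out: TNAP activation factor scaled between EDTA and DMSO control wells. Signal: luminescence from CDP-star hydrolysis. Medium: 1 M DEA, pH 9.8, Mg2+, Zn2+. Control set: EDTA negative control, DMSO positive control.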
APP 5UTR inh – APP translation inhibition; SH-SY5Y APP 5'UTR-luciferase reporter, luminescence; inhibition, % at 2 µM; 0.82% of 190,000 active; AID 1285;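 active means inhibition above a set limit, derived from the sample mean plus 3 SD, cut at about 45% in these data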; further: values of inactives mirror those of a sister screen read the other way
FLuc act counter – firefly luciferase counter-screen for stimulation assays | P08659 | ATPlite luciferase biochemical, luminescence, 10 min; 0 = ATP-free wells, 1 = DMSO control | activation factor at 10 µM | 200,000 tested, under 10 active | AID 1027;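 active means luciferase activation factor, scaled between plate controls, of at least 2 with compound at 10 µM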
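Assay system: Luciferase/luciferin detection reagent, cell-free biochemical luciferase assay / Also added: ATP substrate / Schedule: 10 min at ambient temperature / Measured by: luminescence measurement of luciferase light output / Benchmarks: low control with PBS replacing ATP, high control enzyme plus ATP without compound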
TNAP inh noacc – blocks human TNAP activity with no phosphate acceptor present; P05186; 0.26% of 200,000 active; AID 1012; purified TNAP, CDP-star luminescence, 30 min; inhibition, % at 20 µM;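 active means tissue-nonspecific alkaline phosphatase inhibition above about 50% at 20 µM in the single-dose screen, limit read from the data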;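 further: 0% = DMSO negative control and 100% = EDTA positive control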
bIAP activator – intestinal alkaline phosphatase (bovine) activation; purified bovine IAP, CDP-star luminescence, 30 min; stronger effect = higher value; fold of DMSO-control signal, blank-subtracted; activation factor at 20 µM; 0.17% of 200,000 active;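 active means activation factor of 2 or more at 20 µM, a signal rise over negative controls twice the positive control's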
bIAP inhibitor – blocks bovine intestinal alkaline phosphatase activity; inhibition, % at 20 µM; 190,000 tested, under 10 active; purified bovine IAP, CDP-star luminescence, 30 min; AID 1019;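 active means over 50% inhibition of intestinal alkaline phosphatase at 20 µM in the single-dose screen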
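System: purified bovine intestinal alkaline phosphatase (IAP) enzyme; Input: IAP diluted 1/65,000,000 in the well; Measured by: CDP-star luminescence signal; Compound dosing: 20 µM single dose; Incubation: 30 min reaction at room temperature.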
RAM inhibit – inhibitors of the yeast RAM network; S. cerevisiae dse1pr::URA3 reporter, 5-FOA growth OD615, 2 d; analog-sensitive cbk1-as2 kinase mutant strain; inhibition, % at 50 µM; 1.8% of 190,000 active;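 active means inhibition above a set limit, 3 SD over mean compound inhibition, cut at about 8.4% in these data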;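 further: 0% = DMSO-only wells with no growth and 100% = 10 µM 1-NA-PP1 full growth; inhibition rescues growth on 5-FOA so higher OD means more RAM inhibition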
TNAP inh hi DEA – blocks human TNAP under high phosphate acceptor concentration; 0.03% of 200,000 active; purified TNAP, CDP-star luminescence, 1 M DEA; inhibition, % at 20 µM; AID 1135;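 active means over 50% inhibition of tissue-nonspecific alkaline phosphatase at 20 µM in the single-dose screen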;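 further: plate controls were DMSO wells for no effect and EDTA-quenched wells as full inhibition for full effect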
L major viab – Leishmania major promastigote growth inhibition; Leishmania major promastigotes, resazurin fluorescence viability; inhibition, % at 10 µM; 9% of 200,000 active; in the data active means inhibition above about 50%;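 further: promastigotes grown with compound for 44 hours at 28 °C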
* = called active by the depositor.

Compound	FLuc inhib CS	TNAP act hiacc	APP 5UTR inh	FLuc act counter	TNAP inh noacc	bIAP activator	bIAP inhibitor	RAM inhibit	TNAP inh hi DEA	L major viab
CCn1ccnc1CN(C)Cc1cn(-c2ccccc2)nc1-c1ccc(OC)cc1F	-3.9	1	-29.7	1	0.5	1	-1.9	1.2	-3.1	37.2
Cc1cc(C)n(CCn2nc(C)cc2C)n1	-2.9	1.1	-8.4	1	-6.1	1	-1.4	2.7	-5.6	-5.3
CC1(C)CC(NC(=O)c2ccc3c(c2)OCO3)CC(C)(C)N1	-0.8	1.1	-0.9	1	-8.9	1	2.1	1.9	-6.9	-2.6
C=C(C)Cn1c(-c2ccccc2)nc2ccccc21	-6.2	1	1.8	1.1	-2.3	0.7	25.2	1.1	-3.8	27.1
COC(=O)c1ccc(C(=O)Nc2nnc(-c3cccnc3)o2)cc1	-5.3	1.1	4.1	1.1	-31.6	1.1	-5.3	0.8	-9.6	0.4
COc1ccc(NC(=O)CSc2nc3ccccc3c3nc4ccccc4n23)cc1	-2.9	1.1	80.8*	1	-220.6	0.9	13.6	0.0	-12.9	-0.6
CNC(=O)c1ccc(NC(=O)c2cccc(C(F)(F)F)c2)cc1	-5.8	1.1	2.1	1.1	-6.7	1	-4.9	0.2	-5.7	-3.7
c1ccc(Nc2nc(N3CCNCC3)nc(N3CCOCC3)n2)cc1	1.0	1	13.7	1	-7.9	1	-4.7	1.0	-2.1	3.0
CCc1ccc2oc(-c3ccc(N)cc3)nc2c1	80.7*	1	-141.1	0.2	-11.5	0.9	12.4	-0.9	-4.9	19.8
S=c1[nH]nc(-c2ccc3ccccc3n2)n1-c1ccccc1Cl	6.0	1	5.2	0.9	-21.1	0.9	7.1	1.1	-0.5	52.2*
Cc1ccccc1C(=O)Nc1ccc2c(C#N)c3nc4ccccc4nc3n2c1	-2.2	0.9	-13.5	1	-1.1	0.8	15.6	4.0	9.4	47.0
CCOC(=O)c1cnc2c(Cl)cccc2c1NCCN1CCOCC1	-8.1	1	-2.6	1.1	-17.3	0.9	6.4	0.4	-0.8	30.9
CCOC(=O)c1nn(-c2cccc(C)c2)cc1C(=O)c1ccccc1	37.4	1.1	-30.3	0.6	-9.6	1	-2.0	4.1	-8.0	13.2
Cc1[nH]nc2c1C(c1cnn(C)c1)C(C#N)=C(N)O2 (stereo not given)	-0.8	1	-15.7	1	-6.2	1	4.4	0.3	2.4	8.8
Cc1ccc(NC(=O)C2(c3ccccc3)CCOCC2)c([N+](=O)[O-])c1	-7.6	1	2.8	1.1	-17.1	0.7	29.6	-2.5	1.7	-5.5
CC(C)(C)C1=C[C@@H](CO)C[C@@H](CO)C1	-4.8	1	-3.0	1	-8.5	0.8	17.6	1.7	-4.0	-7.6
Cn1c(=O)n(C)c2cc(/C=N/NC(=S)NCc3ccccc3)ccc21	-3.5	1	-3.4	1	-8.3	0.9	8.9	4.0	-3.9	-7.7
CC(C)C(NC(=O)/C=C/c1ccc(F)cc1)C(C)C	-5.3	1	-17.8	1.1	-6.6	1	-1.8	1.3	-2.8	-4.4
O=C(CCC1N=C2c3ccccc3N=C(SCc3ccc(F)cc3)N2C1=O)NCc1ccco1 (stereo not given)	-5.0	1	-2.9	1.1	-9.0	1.1	-14.9	1.3	-4.0	10.2
CS(=O)(=O)c1ccc(Cl)c(C(=O)O)c1	-0.5	1	-8.6	1	-5.7	1	-1.7	-0.5	-2.1	-4.1

Compound	FLuc inhib CS	TNAP act hiacc	APP 5UTR inh	FLuc act counter	TNAP inh noacc	bIAP activator	bIAP inhibitor	RAM inhibit	TNAP inh hi DEA	L major viab
Cc1ccc(N2C(=O)c3ccccc3C2Nc2ccccc2F)nc1 (stereo not given)	0.5	1	9.7	1	-7.7	0.9	6.4	3.4	2.7	12.6
COc1cccc(C2SCC(=O)N2c2ccc(Br)cc2)c1OC (stereo not given)	-3.7	1	6.4	1	-10.9	0.8	15.1	1.0	-1.7	33.0
COc1ccc(S(=O)(=O)N2CCOCC2)cc1NC(=O)COc1cccnc1[N+](=O)[O-]	1.1	1	0.7	1	-12.8	1.2	-19.5	5.9	-2.7	13.2
O=C(N/N=C/C=C\c1ccccc1[N+](=O)[O-])c1cccs1	8.2	1	-0.6	0.9	-84.7	0.9	5.1	2.8	2.6	0.1
c1ccc(-c2nc3nonc3c3nc4ccccc4n23)cc1	-5.9	1.1	1.8	1.1	-9.7	0.9	6.8	1.8	-9.4	-5.4
COc1ccc(C)cc1NS(=O)(=O)c1ccc2c(c1)n(C)c(=O)n2C	-5.0	1.1	-21.3	1.1	-11.0	1	-1.4	0.4	-6.2	-6.1
COC(=O)c1c(C)nc(C)c(C(=O)OC)c1-c1cccs1	-1.9	1.1	-2.5	1	-2.7	1	0.2	0.1	-8.3	6.8
CCOC(=O)Nc1cc2c(C)cc(=O)oc2cc1C	3.8	1	7.1	1	2.1	0.9	5.1	-1.1	-0.3	-0.4
N#C/C(=C(\O)c1ccco1)c1ccccn1	10.8	1	-4.3	0.9	-5.8	0.9	10.6	3.5	2.1	-3.4
Cc1ccc(Cc2cncc(O)c2)cc1S(=O)(=O)O	-0.9	1	-17.6	1	-5.4	0.9	11.9	-0.1	2.2	0.0
COC(=O)C1C(c2ccccc2)C(C(=O)N2CCOCC2)C1c1ccccc1 (stereo not given)	-1.3	1	2.0	1	-12.8	1	-3.1	0.6	-4.1	-6.9
CC(=O)Nc1ccc(S(=O)(=O)N2CCN=C2SCc2cccnc2)cc1	1.2	1	9.2	1	-5.4	1	2.4	3.6	0.2	37.9
CC(CCc1ccccc1)NC(=O)C(Cc1ccccc1)NS(=O)(=O)c1cccs1 (stereo not given)	-3.2	1	-21.0	1	-10.7	0.6	40.4	0.6	-4.2	88.7*
Cc1c(/C=N\NC(=O)C2(C)CC2(Cl)Cl)cnn1C (stereo not given)	-0.4	1	-12.8	1	-10.7	0.7	28.2	1.8	-3.6	-2.2
O=c1cc(/C=C/c2ccccc2)oc2c1ccc1ccccc12	0.1	1	-7.0	1	-9.3	1	-2.8	1.9	2.6	-1.6
O=C(Nc1cccn(Cc2c(Cl)cccc2Cl)c1=O)c1ccc(Cl)cc1Cl	-6.5	1	9.5	1.1	-2.7	0.9	12.1	5.3	0.7	-0.6
CCOC(=O)CN=C1CC(C)(C)CC2=C1Sc1ncnc(N(C)C)c1N2	-5.9	1	-3.4	1.1	-117.7	0.9	5.8	0.1	-2.7	-1.6
COc1cc(NC(=S)NC(=O)c2c(OC)cccc2OC)ccc1NC(=O)c1cccs1	-5.0	1	-10.0	1.1	-9.5	1	2.8	5.5	-0.9	1.9
COc1ccc(-c2csc(C)n2)cc1	26.3	1	-14.6	0.7	-7.3	0.8	15.0	0.7	-1.8	-0.2
O=C(Nc1cc(=O)[nH]c2ncnn12)c1ccccc1	-3.0	1	-10.2	1	-2.3	0.9	11.2	1.0	-4.6	-2.7

Compound	FLuc inhib CS	TNAP act hiacc	APP 5UTR inh	FLuc act counter	TNAP inh noacc	bIAP activator	bIAP inhibitor	RAM inhibit	TNAP inh hi DEA	L major viab
COc1cc(NC(=S)NC2CC(C)(C)NC(C)(C)C2)c(OC)cc1Cl	-7.7	1	3.0	1.1	-11.4	0.9	9.3	0.1	-4.8	16.1
O=C(c1ccc(Cn2c(=S)[nH]c3ccc(N4CCOCC4)cc3c2=O)cc1)N1CCC(N2CCCCC2)CC1	-1.1	1	10.1	1	-7.5	1.1	-12.9	0.2	-2.4	-5.2
c1cc(N2CCCC2)ccc1C(c1nnnn1C1CCCCC1)N1CCOCC1 (stereo not given)	-10.5	1.1	2.9	1.1	-14.1	1.1	-6.9	5.3	-6.5	88.4*
COc1cccc(NC(=O)CSc2c3c(nc4ccccc24)CCCC3)c1	-3.9	1	1.3	1	-7.9	0.9	7.5	0.5	1.9	48.0
CCNC(=O)NC(=O)COC(=O)CCCSc1nc2ccccc2[nH]1	-3.4	1.1	-6.1	1	1.2	1.1	-5.1	1.9	-7.3	1.0
Cc1cc(C)cc(C(=O)O/N=C(\N)c2ccc(Br)cc2)c1	-0.7	1.1	-5.1	1	-9.5	0.9	11.5	3.7	-6.0	3.4
CCCCN1C=C(C(=O)OC)C(c2ccccc2C(F)(F)F)C(C(=O)OC)=C1	-3.9	0.9	-7.5	1	-16.0	1.1	-10.9	4.2	6.7	5.3
COc1ccc(-c2cc(C#N)nc(Oc3ccc(Cl)cc3)n2)cc1	-6.7	1	-21.9	1.1	-1.6	1	2.3	5.0	-3.6	-1.2
O=C(NC1CCCc2ccccc21)c1cc(S(=O)(=O)N2CCOCC2)ccc1F (stereo not given)	-0.2	1	-8.1	1	-6.5	1	3.5	1.9	-3.3	-0.3
Cc1c(C(=O)NCc2ccc3c(c2)OCO3)oc2ccc(S(=O)(=O)N3CCC(C)CC3)cc12	-9.1	1.1	8.3	1.1	-2.5	1	4.1	2.7	-5.7	40.5
COc1ccc(C)cc1S(=O)(=O)N(C)CC(=O)NC1CCCC1	-1.9	1	19.4	1	-2.6	0.9	14.8	2.9	0.6	45.2
CC(NC(=O)CSC1=NCCS1)c1ccccc1 (stereo not given)	-5.2	1	-3.1	1.1	-9.3	0.5	46.7	-0.5	-2.4	-5.7
O=C(CC1NCCNC1=O)OCc1ccccc1 (stereo not given)	-4.2	1	-3.7	1	-10.8	1	2.0	-0.2	-4.5	2.1
Cc1cnc(NC(=O)CSc2nnc(-c3cccs3)n2C)s1	-4.8	1	-4.3	1	-8.5	1	3.5	2.0	-4.9	-3.2
CC(=O)Nc1nc2ccc(-c3nc4ccccc4o3)cc2s1	19.8	1	-41.4	0.8	-2.9	1	2.4	1.2	-0.8	21.0
FC(F)(F)c1cccc(NC(=S)Nc2cccc(Cl)c2)c1	-2.3	1	13.4	1	8.2	0.7	30.5	-1.4	1.9	75.6*
COc1ccc(C(=O)NCC2CCCO2)cc1S(=O)(=O)N1CCCc2ccccc21 (stereo not given)	-0.3	1	-9.5	1	-14.2	1.2	-16.8	0.0	2.6	3.2
COc1cc(OC)c(OC)cc1/C=N/n1c(C)nnc1C	-7.9	1.1	2.4	1.1	-20.5	1	-1.2	1.4	-10.1	2.6
Cc1ccc(/C(C#N)=C\c2ccc(N3CCOCC3)o2)cc1	15.2	1	7.8	0.8	2.1	0.9	9.2	0.9	0.2	9.3

Ordered by molecular weight (ascending): part of the list above
Compound	FLuc inhib CS	TNAP act hiacc	APP 5UTR inh	FLuc act counter	TNAP inh noacc	bIAP activator	bIAP inhibitor	RAM inhibit	TNAP inh hi DEA	L major viab
COc1ccc(-c2cc(C#N)nc(Oc3ccc(Cl)cc3)n2)cc1	-6.7	1	-21.9	1.1	-1.6	1	2.3	5.0	-3.6	-1.2
CCCCN1C=C(C(=O)OC)C(c2ccccc2C(F)(F)F)C(C(=O)OC)=C1	-3.9	0.9	-7.5	1	-16.0	1.1	-10.9	4.2	6.7	5.3
O=C(NC1CCCc2ccccc21)c1cc(S(=O)(=O)N2CCOCC2)ccc1F (stereo not given)	-0.2	1	-8.1	1	-6.5	1	3.5	1.9	-3.3	-0.3

Compound activity from PubChem BioAssay.
